PLCg1 inh = PLC-gamma1 (human) inhibition, primary screen; AID 720700; actives 0.84% (n = 370,000); inhibition, % at 12.2 µM; P19174; purified PLC-gamma1, fluorogenic substrate, fluorescence; in the data active = inhibition above about 9.5%
sPLA2-III inh = Blocks human group III sPLA2 activity; inhibition, % at 12.2 µM; actives 0.56% (n = 370,000); QFRET BODIPY PC-A2 liposome hydrolysis, fluorescence; Q9NZ20;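 active = inhibition above mean plus 3 SD of compounds lying within the high and low control bounds, cut at about 19% in these data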;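 also: 0% = median of test compound wells and 100% = no enzyme DMSO wells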
FXN GAA850 act = frataxin GAA850 promoter activation; actives 0.56% (n = 360,000); AID 540364; HEK293 lucGAA850 FXN promoter luciferase reporter, 24 h; percent of 10 µM SAHA response; activation, % at 6 µM;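 active = activation above the average of all compounds screened plus 3 SD, cutoff fixed separately per campaign, cut at about 7.5% in these data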;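 also: 0% = DMSO wells and 100% = 10 µM SAHA wells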
ssDAF12 agonist = S. stercoralis DAF-12 activation, primary screen. AID 652126. HEK293 ssDAF-12/GRIP1 lit1-tk-luc reporter, luminescence; % of 3 µM dafachronic acid response. activation, % at 6.8 µM. actives 1% (n = 370,000);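 active = activation above the mean over all tested compounds plus 3 SD, cut at about 0.9% in these data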;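 also: 0% = DMSO-only wells and 100% = 3 µM delta7-dafachronic acid wells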
ADAM17 inh = ADAM17 inhibition, QFRET primary screen; P78536; recombinant ADAM17, EDANS/DABCYL FRET peptide cleavage; inhibition, % at 6.95 µM; actives 0.83% (n = 370,000); AID 720648;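 active = inhibition above the mean of compounds lying between control limits plus 3 SD, set per campaign, cut at about 8.5% in these data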;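 also: 0% = DMSO-only wells as the low control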
DAX1 inh-1 = inhibitors of human orphan nuclear receptor DAX1 (NR0B1). P51843. HEK293 Gal4-DAX1 luciferase reporter, luminescence. inhibition, % at 6.75 µM. actives 0.99% (n = 340,000). AID 504766;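 active = inhibition above the mean over all tested compounds plus 3 SD, cut at about 4.2% in these data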;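 also: 0% = DAX1-transfected cells with DMSO and 100% = empty-vector control cells with DMSO; inhibition shows as a rise in luminescence from relieved DAX1 repression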
Target sequence (P51843 207-470 limits assumed): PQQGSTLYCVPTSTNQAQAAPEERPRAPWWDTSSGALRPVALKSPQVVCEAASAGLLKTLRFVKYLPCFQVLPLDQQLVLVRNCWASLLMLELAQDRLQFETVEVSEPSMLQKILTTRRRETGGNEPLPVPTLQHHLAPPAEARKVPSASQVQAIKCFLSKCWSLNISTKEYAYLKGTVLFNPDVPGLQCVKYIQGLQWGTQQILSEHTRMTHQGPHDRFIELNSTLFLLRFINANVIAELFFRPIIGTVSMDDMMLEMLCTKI
hcDAF-12 act = activates DAF-12 receptor from parasite H. contortus; AID 652067; activation, % at 6.8 µM; HEK293 hcDAF-12 lit1-tk-luc reporter, luminescence; 0% DMSO, 100% Δ7-dafachronic acid; actives 1.4% (n = 370,000);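 active = activation above the mean of all tested compounds plus 3 SD, cut at about 5.5% in these data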;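 also: 100% = response to 3 µM Δ7-dafachronic acid high control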
hgDAF-12 ag = activates the H. glycines DAF-12 receptor ligand-binding domain | HEK293 GAL4-hgDAF12 UAS-luciferase reporter, agonist luminescence; normalized to butyrate control | activation, % at 6.8 µM | actives 1.8% (n = 370,000) | AID 687014;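 active = activation above a cutoff set at the mean of all screened compounds plus 3 SD, cut at about 10% in these data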;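 also: 0% = DMSO wells and 100% = sodium butyrate wells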
DAX1 inh-2 = DAX1 (NR0B1) inhibition, primary screen; HEK293T StAR-luciferase reporter, SF-1/DAX-1 repression relief; inhibition, % at 6.8 µM; actives 1.1% (n = 370,000); AID 652010;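 active = inhibition above the mean over all tested compounds plus 3 SD, cut at about 3.6% in these data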;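 also: 0% = DAX-1 cells with DMSO and 100% = cells lacking DAX-1 with DMSO; higher inhibition means more luminescence from relief of DAX-1 repression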
ADAM10 inh = inhibits human ADAM10; inhibition, % at 7 µM; recombinant ADAM10, EDANS/DABCYL FRET peptide cleavage, 3 h; actives 0.62% (n = 370,000);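 active = inhibition above a per-campaign cutoff equal to the mean of compounds falling between control-based bounds plus 3 SD, cut at about 20% in these data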;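 also: 0% = DMSO wells while the 100% control is not disclosed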
Target sequence (O14672 214-748 limits assumed): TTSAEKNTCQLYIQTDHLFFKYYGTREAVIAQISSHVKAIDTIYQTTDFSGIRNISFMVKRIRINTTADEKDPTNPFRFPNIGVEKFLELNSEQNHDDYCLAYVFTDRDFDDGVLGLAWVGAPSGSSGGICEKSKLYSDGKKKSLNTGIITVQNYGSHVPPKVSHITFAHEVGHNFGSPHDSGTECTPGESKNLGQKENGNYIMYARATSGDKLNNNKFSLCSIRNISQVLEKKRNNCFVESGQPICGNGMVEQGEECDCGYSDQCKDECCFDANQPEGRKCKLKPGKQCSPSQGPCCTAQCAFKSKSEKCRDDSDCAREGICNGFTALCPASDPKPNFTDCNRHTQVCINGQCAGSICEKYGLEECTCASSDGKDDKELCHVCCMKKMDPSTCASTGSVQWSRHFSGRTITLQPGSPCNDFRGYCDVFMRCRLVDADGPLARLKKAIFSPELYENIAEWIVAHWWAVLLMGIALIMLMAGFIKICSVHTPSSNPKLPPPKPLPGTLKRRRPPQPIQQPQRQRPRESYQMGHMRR
PLC-beta3 inh = blocks human PLC-beta3 enzyme activity; Purified PLC-beta3, fluorogenic substrate, fluorescence; inhibition, % at 12.2 µM; actives 0.18% (n = 370,000); AID 720704; in the data active = inhibition above about 11%;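 also: 0% = median of compound wells on plate and 100% = full blocker control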
The depositor's hits bear a star.

Screening CC(C)(C)C(=O)c1cnc(Nc2ccccc2)s1 returned PLCg1 inh -178.2, sPLA2-III inh -2.2, FXN GAA850 act 8.7*, ssDAF12 agonist -0.4, ADAM17 inh -11.1, DAX1 inh-1 2.6, hcDAF-12 act 1.9, hgDAF-12 ag 15.3*, DAX1 inh-2 3.2, ADAM10 inh -58.0 and PLC-beta3 inh -188.6.
`COc1ccc(OC)c(C(=O)c2ccc(C(=O)Nc3cccc4ccccc34)cc2)c1` gave PLCg1 inh -0.6, sPLA2-III inh 10.0, FXN GAA850 act -0.1, ssDAF12 agonist -1.3, ADAM17 inh -1.1, DAX1 inh-1 -0.5, hcDAF-12 act 0.5, hgDAF-12 ag -4.2, DAX1 inh-2 -0.2, ADAM10 inh -4.8 and PLC-beta3 inh 0.9.
CCOC(=O)c1nnn2c1nc(SCC(C)=O)c1ccccc12 was read as PLCg1 inh -2.3, sPLA2-III inh -15.8, FXN GAA850 act 3.1, ssDAF12 agonist -1.2, ADAM17 inh -6.7, hcDAF-12 act -1.1, hgDAF-12 ag -1.1, DAX1 inh-2 -0.3, ADAM10 inh -14.1 and PLC-beta3 inh -8.4.
COc1ccccc1-n1cnnc1SC(C)C(=O)Nc1cccc([N+](=O)[O-])c1 (stereo not given) was read as PLCg1 inh -0.8, sPLA2-III inh -0.5, FXN GAA850 act 0.8, ssDAF12 agonist -0.5, ADAM17 inh -4.5, DAX1 inh-1 -1.3, hcDAF-12 act -2.0, hgDAF-12 ag -2.8, DAX1 inh-2 -0.2, ADAM10 inh -4.6 and PLC-beta3 inh -2.7.
`O=C(NNC(=S)NC(=O)c1ccccc1[N+](=O)[O-])c1ccccc1` gave PLCg1 inh -5.0, sPLA2-III inh 19.5*, FXN GAA850 act 0.3, ssDAF12 agonist -1.2, ADAM17 inh -3.9, DAX1 inh-1 0.5, hcDAF-12 act -1.8, hgDAF-12 ag -0.4, DAX1 inh-2 -0.1, ADAM10 inh 2.9 and PLC-beta3 inh 1.6.
Screening C1=C(c2ccccc2)N2CCN=C2S1 returned PLCg1 inh -1.6, sPLA2-III inh -2.4, FXN GAA850 act 0.5, ssDAF12 agonist -0.9, ADAM17 inh -2.6, DAX1 inh-1 -1.5, hcDAF-12 act -1.2, hgDAF-12 ag 0.3, DAX1 inh-2 -0.1, ADAM10 inh -3.1 and PLC-beta3 inh 2.6.
For Cc1ccc(NC(=O)CSc2nnc(Cc3ccccc3)c(=O)[nH]2)c(C)c1 the results were PLCg1 inh -327.6, sPLA2-III inh -4.5, FXN GAA850 act -1.8, ssDAF12 agonist 0.5, ADAM17 inh -1.3, DAX1 inh-1 0.8, hcDAF-12 act -1.3, hgDAF-12 ag -1.2, DAX1 inh-2 -1.3, ADAM10 inh -2.1 and PLC-beta3 inh -1.9.
For Cn1ccnc1Sc1cc(NCCCO)c([N+](=O)[O-])c2nonc12 the results were PLCg1 inh -0.3, sPLA2-III inh 4.0, FXN GAA850 act 1.6, ssDAF12 agonist -1.2, ADAM17 inh -3.9, DAX1 inh-1 -0.6, hcDAF-12 act -1.6, hgDAF-12 ag 1.2, DAX1 inh-2 -0.9, ADAM10 inh -3.6 and PLC-beta3 inh -7.4.
For Cc1c2cnn(CC(=O)NCCN3CCOCC3)c(=O)c2c(C)n1Cc1ccccc1F the results were PLCg1 inh -1.9, sPLA2-III inh 1.2, FXN GAA850 act 1.0, ssDAF12 agonist -0.1, ADAM17 inh -4.3, DAX1 inh-1 -0.2, hcDAF-12 act -1.8, hgDAF-12 ag -3.1, DAX1 inh-2 0.6, ADAM10 inh -6.8 and PLC-beta3 inh 4.5.
Screening Cc1ccccc1N=C1NC(=O)/C(=C/c2cccnc2)S1 returned PLCg1 inh -0.5, sPLA2-III inh -11.2, FXN GAA850 act 1.6, ssDAF12 agonist 1.9*, ADAM17 inh 5.6, DAX1 inh-1 0.1, hcDAF-12 act 4.2, hgDAF-12 ag 0.8, DAX1 inh-2 -0.9, ADAM10 inh -1.1 and PLC-beta3 inh -8.5.
Screening CCC(CC)C(=O)NCCc1ccc(S(N)(=O)=O)cc1 returned PLCg1 inh -0.8, sPLA2-III inh 0.7, FXN GAA850 act 1.2, ssDAF12 agonist -0.3, ADAM17 inh -5.7, DAX1 inh-1 0.5, hcDAF-12 act -0.5, hgDAF-12 ag 0.7, DAX1 inh-2 -0.4, ADAM10 inh -14.4 and PLC-beta3 inh 0.0.
`CCCCc1nnc(NC(=O)c2nc3nccc(C)n3n2)s1` gave PLCg1 inh 0.5, sPLA2-III inh -1.4, FXN GAA850 act -0.9, ssDAF12 agonist -1.5, ADAM17 inh 0.7, DAX1 inh-1 -1.1, hcDAF-12 act -0.7, hgDAF-12 ag -0.7, DAX1 inh-2 0.0, ADAM10 inh -3.3 and PLC-beta3 inh 2.3.
For CCOC(=O)C1CCN(c2c(NCCN(CC)c3ccccc3)c(=O)c2=O)CC1 the results were PLCg1 inh 1.3, sPLA2-III inh 0.6, FXN GAA850 act 1.3, ssDAF12 agonist -1.8, ADAM17 inh -9.4, DAX1 inh-1 0.8, hcDAF-12 act -2.5, hgDAF-12 ag -0.5, DAX1 inh-2 0.9, ADAM10 inh -1.3 and PLC-beta3 inh -9.6.
O=C(NC(C(=O)N/N=C/c1ccccn1)c1n[nH]c(=O)c2ccccc12)c1ccccc1 (stereo not given) was read as PLCg1 inh 2.1, sPLA2-III inh -7.0, FXN GAA850 act 3.8, ssDAF12 agonist -0.4, ADAM17 inh 1.3, DAX1 inh-1 0.6, hcDAF-12 act 3.5, hgDAF-12 ag 3.8, DAX1 inh-2 0.0, ADAM10 inh 7.9 and PLC-beta3 inh -3.8.
For Cc1nnc(NC(=O)CSc2nnc(CNC(=O)c3ccccc3)n2-c2ccccc2)s1 the results were PLCg1 inh -0.9, sPLA2-III inh -1.8, FXN GAA850 act -1.5, ssDAF12 agonist -1.6, ADAM17 inh 0.4, DAX1 inh-1 1.8, hcDAF-12 act 3.0, hgDAF-12 ag -0.9, DAX1 inh-2 -0.2, ADAM10 inh 0.5 and PLC-beta3 inh -3.9.
`c1ccc(C2CNCc3c2ccc2ccccc32)cc1` (stereo not given) gave PLCg1 inh 2.7, sPLA2-III inh 15.8, FXN GAA850 act -0.2, ssDAF12 agonist -1.0, ADAM17 inh -0.4, DAX1 inh-1 -0.7, hcDAF-12 act 6.3*, hgDAF-12 ag 1.6, DAX1 inh-2 -0.2, ADAM10 inh -2.8 and PLC-beta3 inh -0.3.
Cc1sc2nc(SC3CCOC3=O)n(Cc3ccccc3)c(=O)c2c1C (stereo not given) was read as PLCg1 inh 0.2, sPLA2-III inh -24.9, FXN GAA850 act 4.0, ssDAF12 agonist -1.3, ADAM17 inh 0.8, DAX1 inh-1 0.1, hcDAF-12 act -0.8, hgDAF-12 ag 0.4, DAX1 inh-2 0.2, ADAM10 inh 3.8 and PLC-beta3 inh 5.7.
`CCN1C(=O)N[C@H]2C[C@@H](c3ccccc3)[C@@H](C)[C@@H](C(=O)N3CCCC3)C[C@H]21` gave PLCg1 inh -2.1, sPLA2-III inh 0.4, ssDAF12 agonist -1.0, ADAM17 inh -2.5, hcDAF-12 act 0.2, hgDAF-12 ag -1.1, DAX1 inh-2 -0.6, ADAM10 inh -5.0 and PLC-beta3 inh 0.8.
CC1=C(C(=O)Nc2cccnc2)C(c2ccc3c(c2)OCO3)C2=C(CCCC2=O)N1 (stereo not given) was read as PLCg1 inh -168.0, sPLA2-III inh 2.0, FXN GAA850 act 0.0, ssDAF12 agonist -1.0, ADAM17 inh -64.0, DAX1 inh-1 0.3, hcDAF-12 act -0.6, hgDAF-12 ag -2.7, DAX1 inh-2 0.1, ADAM10 inh -165.2 and PLC-beta3 inh -203.2.
CCCCC(=O)NS(=O)(=O)c1ccc(N=NN2CCOCC2)cc1 was read as PLCg1 inh 8.8, sPLA2-III inh -1.7, FXN GAA850 act 0.9, ssDAF12 agonist -0.9, ADAM17 inh 0.1, DAX1 inh-1 -0.2, hcDAF-12 act 0.0, hgDAF-12 ag 4.1, DAX1 inh-2 0.0, ADAM10 inh 11.1 and PLC-beta3 inh 6.3.
Screening CC(=O)Nc1cccc(Nc2cnccn2)c1 returned PLCg1 inh 0.9, sPLA2-III inh -3.2, ssDAF12 agonist -0.2, ADAM17 inh -2.2, hcDAF-12 act 0.4, hgDAF-12 ag 3.9, DAX1 inh-2 1.0, ADAM10 inh -8.7 and PLC-beta3 inh 2.6.
For CCCC(=O)Nc1cc(C)c2c(=O)oc3ccccc3c2n1 the results were PLCg1 inh -5.2, sPLA2-III inh 8.4, FXN GAA850 act 1.9, ssDAF12 agonist -0.7, ADAM17 inh -5.0, DAX1 inh-1 0.0, hcDAF-12 act 0.2, hgDAF-12 ag -3.3, DAX1 inh-2 1.1, ADAM10 inh -32.3 and PLC-beta3 inh -10.3.
`C[C@H]1[C@H](NC(=O)c2cccc(Cl)c2)CC[C@@]23CCCN2C(=O)CCC[C@@H]13` gave PLCg1 inh 0.2, sPLA2-III inh 2.3, ssDAF12 agonist -0.3, ADAM17 inh -3.6, hcDAF-12 act -2.2, hgDAF-12 ag 0.2, ADAM10 inh -8.0 and PLC-beta3 inh 5.2.
For CCC(C)NC(=O)CC(c1ccc(OC)cc1)n1cccc1 (stereo not given) the results were PLCg1 inh -1.9, sPLA2-III inh 3.1, FXN GAA850 act -2.8, ssDAF12 agonist -0.1, ADAM17 inh -2.5, DAX1 inh-1 0.6, hcDAF-12 act 0.7, hgDAF-12 ag 1.6, DAX1 inh-2 0.2, ADAM10 inh 6.5 and PLC-beta3 inh -0.2.
For COc1cc(OC)cc(C(=O)NCC(=O)N2CCCCCCC2)c1 the results were PLCg1 inh 0.1, sPLA2-III inh 5.3, FXN GAA850 act -0.1, ssDAF12 agonist -1.4, ADAM17 inh -0.9, DAX1 inh-1 0.0, hcDAF-12 act -0.5, hgDAF-12 ag 1.7, DAX1 inh-2 -1.6, ADAM10 inh -2.5 and PLC-beta3 inh -4.7.
`COc1ccc(CN2CCNC(=O)C2CC(=O)NC2CCCCCCC2)cc1C` (stereo not given) gave PLCg1 inh -2.2, sPLA2-III inh -11.3, FXN GAA850 act 1.6, ssDAF12 agonist -0.7, ADAM17 inh -0.6, DAX1 inh-1 0.0, hcDAF-12 act 1.0, hgDAF-12 ag 1.3, DAX1 inh-2 0.2, ADAM10 inh -1.1 and PLC-beta3 inh -10.9.
For COC(=O)C(c1ccccc1)N(Cc1cccc(CN(C(C(=O)OC)c2ccccc2)S(C)(=O)=O)c1)S(C)(=O)=O (stereo not given) the results were PLCg1 inh 2.5, sPLA2-III inh -13.2, FXN GAA850 act -6.4, ssDAF12 agonist -1.1, ADAM17 inh 2.1, DAX1 inh-1 -1.4, hcDAF-12 act -3.1, hgDAF-12 ag -1.9, DAX1 inh-2 0.1, ADAM10 inh 12.0 and PLC-beta3 inh 4.4.
CC(=O)Nc1ccc(SC(C)C(=O)NC(N)=O)cc1 (stereo not given) was read as PLCg1 inh 2.3, sPLA2-III inh 3.0, FXN GAA850 act 3.7, ssDAF12 agonist -2.0, ADAM17 inh -3.9, DAX1 inh-1 3.7, hcDAF-12 act -1.8, hgDAF-12 ag -0.5, DAX1 inh-2 0.1, ADAM10 inh -8.5 and PLC-beta3 inh 4.2.

Source: PubChem BioAssay
